Giardia FBPA inh: qHTS Assay for Inhibitors of Fructose-1,6-bisphosphate Aldolase from Giardia Lamblia. purified Giardia FBPA. Potency, µM (top dose mostly 59.6 µM), without a hit: at the highest dose activity, negative = inhibition, actives largely listed as inhibitors. hit rate 0.71% among 290,000; note: potency is the fitted concentration of half-maximal effect; nearly all actives have a fitted effect of over 55% in size
Target sequence (A8B2U2 whole entry, looked up): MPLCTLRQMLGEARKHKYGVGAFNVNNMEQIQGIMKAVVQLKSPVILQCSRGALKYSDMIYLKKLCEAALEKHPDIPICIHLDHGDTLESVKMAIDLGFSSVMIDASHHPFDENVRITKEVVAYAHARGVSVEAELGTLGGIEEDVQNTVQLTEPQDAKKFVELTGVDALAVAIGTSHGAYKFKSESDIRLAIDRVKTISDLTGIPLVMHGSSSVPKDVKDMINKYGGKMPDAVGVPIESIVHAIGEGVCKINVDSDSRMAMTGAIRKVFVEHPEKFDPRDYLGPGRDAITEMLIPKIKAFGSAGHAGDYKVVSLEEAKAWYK
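Giardia FBPA (40 nM reagent) was preincubated 10 min at RT with compound (up to 57.5 uM final), then substrate plus GAPDH/TPI/NAD/arsenate coupling system with diaphorase/resazurin was added; resorufin fluorescence (525/598 nm) was read after 20 min.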
AMA1 RON2 block: qHTS for Inhibitors of AMA1-RON; Towards Development of Antimalarial Drug Lead: Primary Screen. AlphaScreen AMA1-biotinylated RON2 peptide binding. Potency, µM (titrated, usually from 58.2 µM), without a hit: at the top dose activity change, negative = inhibition, most hits filed as inhibitors. hit rate 0.2% among 360,000. Plasmodium falciparum AMA1 (3D7) - RON2 peptide interaction;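 note: potency is the fitted concentration of half-maximal effect; 0% = vehicle wells and -100% = peptide control; nearly all actives have a fitted effect of over 45% in size; some results filed as inactive show a strong effect at the top dose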
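AMA1 (3D7) with his tag at 25 nM final met compounds first, then biotinylated RON2 peptide at 25 nM; detection used donor plus acceptor beads, 10 µg/mL apiece, read by AlphaScreen after 30 min at room temperature.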
HCV inhibitor: qHTS Assay for Inhibitors of Hepatitis C Virus (HCV); AID 651820, 2012; Potency, µM (highest dose often 41.8 µM), without a hit: at the highest dose activity change, negative = inhibition, most hits filed as inhibitors; Huh7.5.1 HCVcc-Cre infection, luciferase reporter, 44 h; hit rate 3.4% among 340,000; note: potency is the fitted concentration of half-maximal effect
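Seed cells (1,000/well) for 4 h; treat with compound and infect with HCVcc-Cre, moi about 0.5. Incubate 44 h, then detect luciferase activity.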
HCMV inh: qHTS Assay for inhibitors of the human cytomegalovirus (HCMV); HFF cells, HCMV-luciferase reporter, 72 h; stronger effect = lower value; activity change, negative = inhibition, % at 57.5 µM; hit rate 4.5% among 410,000; in the data active = activity change below about -60%; inconclusive = no clear call, values can overlap the other calls; inactive = above about -39%
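Two compound doses tested in HFFs infected with HCMV-luciferase, MOI 1 PFU/cell, 72 h at 37C. Lysate luminescence read with OneGlo; data normalized against buffer-only and 10uM Salinomycin inhibitor controls.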
Sm TGR block: qHTS Assay for the Inhibitors of Schistosoma Mansoni Peroxiredoxins | Schistosoma mansoni thioredoxin glutathione reductase (TGR), Q962Y6 | hit rate 3% among 360,000 | purified TGR, DTNB reduction, TNB absorbance 405 nm | Potency, µM (highest dose often 114 µM), without a hit: at the top dose activity change, negative = inhibition, hits mostly inhibitors; note: potency is the fitted concentration of half-maximal effect; nearly all actives have a fitted effect of over 60% in size
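Kinetic colorimetric format: TGR-catalysed, NADPH-driven DTNB reduction monitored via TNB absorbance. Enzyme dispensed at 20 nM; compound exposure 15 min at room temperature before reaction start.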
AmpC inh detg: qHTS Inhibitors of AmpC Beta-Lactamase (assay with detergent). AmpC hydrolysis of nitrocefin, absorbance 480 nm, 0.01% Triton. Potency, µM (highest dose often 114 µM), inactives show at the top dose activity change, negative = inhibition, actives largely listed as inhibitors. hit rate 0.041% among 370,000;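 note: potency is the fitted concentration of half-maximal effect; 0% = no-compound wells and -100% = no-enzyme wells; nearly all actives have a fitted effect of over 25% in size; some results filed as inactive show a strong effect at the top dose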
Target sequence (P00811 whole entry, looked up): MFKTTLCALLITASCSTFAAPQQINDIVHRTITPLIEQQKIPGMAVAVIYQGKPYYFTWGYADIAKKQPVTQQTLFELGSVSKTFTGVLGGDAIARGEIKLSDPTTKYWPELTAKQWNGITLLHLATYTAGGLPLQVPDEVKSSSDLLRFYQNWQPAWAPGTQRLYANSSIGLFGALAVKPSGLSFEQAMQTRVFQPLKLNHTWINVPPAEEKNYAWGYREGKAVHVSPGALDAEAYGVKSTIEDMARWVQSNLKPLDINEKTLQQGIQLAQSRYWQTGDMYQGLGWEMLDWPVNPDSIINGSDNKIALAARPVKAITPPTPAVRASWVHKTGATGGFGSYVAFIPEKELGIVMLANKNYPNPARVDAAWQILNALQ
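AmpC (5.3 nM in the dispensed reagent) in 20 mM phosphate pH 7.0 with 0.01% (detergent screen) or 0.0001% Triton X-100 was preincubated with compounds for 15 min at room temperature. Nitrocefin was then added from an 800 uM solution, and hydrolysis was followed at 480 nm.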
The depositor's hits bear a star; ? = inconclusive; nt = not tested or not shown; & = joins results of further samples; ! = not confirmed by another sample; [ ] = dose if it differs, or a comment. Unless noted, calls come from the whole dose curve; as a rule, active = well fitted curve in the direction sought with a large enough effect; inconclusive = small, poorly fitted or top-dose-only effect, or another doubt; inactive = no such curve, though single readings can be large; an effect the other way counts as inactive or inconclusive. Unless noted, % is set by controls: 0 for no effect and ±100 for the full control effect.

No.	Compound	Giardia FBPA inh	AMA1 RON2 block	HCV inhibitor
1	CCCNc1c(N)c(=O)oc2ccccc12	-23%	54%[activator]	18%
2	O=C(COC(=O)c1ccccn1)Nc1cccc(Cl)c1Cl	0%	11%	6%
3	O=C(/C=C/c1cccc(Cl)c1)Nn1c(-c2cccs2)nc2ccccc2c1=O	9%	8%	-15%
4	CCOC(=O)c1ccc(NC(=O)N2CCN(C(=O)c3ccco3)CC2)cc1	6%	4%	?
5	COC(=O)C1CCN(S(=O)(=O)c2c(C)n(C)c(=O)n(C)c2=O)CC1	4%	-1%	5%
6	CC(C)(C)N(Cc1ccccc1)C(=O)COc1cccnc1[N+](=O)[O-]	7%	-10%	-2%
7	N#Cc1ccc(NC(=S)NCCN2CCOCC2)cc1	1%	-10%	8%
8	C=C1CCN([C@@H](Cc2ccccc2)C(=O)NCc2ccc(Cl)c(Cl)c2)S(=O)(=O)c2ccccc21	nt	0%	-11%
9	Cc1cccc(CSc2nc3c(c(=O)[nH]2)C(c2cccc(O)c2)CC(=O)N3)c1 (configuration not stated)	nt	nt	nt
10	Cc1c(C(=O)N2CCN(S(=O)(=O)c3ccc(F)cc3)CC2)oc2ccccc12	nt	1%	-8%

No.	HCMV inh	Sm TGR block	AmpC inh detg
1	2	-27%	-10%
2	15	1%	-11%
3	?	-4%	-7%
4	?	nt	-8%
5	52	-4%	-4%
6	3	-1%	-17%
7	-6	-2%	?
8	2	nt	nt
9	14	-2%	-6%
10	-32	5%	-14%

Down the list, as entered above.
Nos. 2–9 in AmpC inh detg: -11%, -7%, -8%, -4%, -17%, ?, nt, -6%
Nos. 2–9 in Sm TGR block: 1%, -4%, nt, -4%, -1%, -2%, nt, -2%

(listing goes on)
No.	Compound	Giardia FBPA inh	AMA1 RON2 block	HCV inhibitor
11	CN(C(=O)OCc1ccccc1)C(CC(N)=O)C(=O)O (configuration not stated)	4%	0%	9%
12	Cc1cccc(C(=O)O/N=C2\CCSc3ccc(C)cc32)c1	2%	-2%	0%
13	Cc1c(NS(=O)(=O)N2CCCC2)c(=O)n(-c2ccccc2)n1C	0%	-13%	7%
14	CCS(=O)(=O)N1Cc2ccccc2CC1C(=O)Nc1nccs1 (configuration not stated)	-2%	29%	8%
15	Cc1ccc2oc(C(Cl)(Cl)Cl)cc(=O)c2c1	8%	-2%	?
16	CCCCn1c(-c2cccc3ccccc23)nc2cc3[nH]c(=O)c(C(C)C)nc3cc21	-11%	60%[activator]	-4%
17	COc1cccc2c(=O)n(CC(=O)NCCc3ccccc3)ccc12	3%	18%	-1%
18	CC1(C)CC(=O)C=C(c2cccc(O)c2)C1	nt	10%	1%
19	CC(C)Cc1nn2c(N)c(/C=C3\C=Nc4ccccc43)c(=O)nc2s1	-5%	36%[activator]	-5%
20	O=C(c1cccs1)N1CCN(c2cccc(Cl)c2)CC1	-6%	7%	-5%

No.	HCMV inh	Sm TGR block	AmpC inh detg
11	-3	0%	-3%
12	-6	2%	-11%
13	-30	-20%	0%
14	274	-9%	-7%
15	-89*	6%	?
16	1	-6%	-11%
17	-23	4%	-4%
18	-29	-1%	-5%
19	-35	23%	6%
20	1	-10%	-9%

Next entries:
No.	Compound	Giardia FBPA inh	AMA1 RON2 block	HCV inhibitor
21	COc1cc(-c2nc(C(F)(F)F)c(OC)o2)cc(OC)c1OC	0%	17%	-14%
22	Cn1c(C(=O)N2CCCc3ccccc32)cc2c(=O)n3ccccc3nc21	15%	nt	nt
23	Cc1c[nH]c2ccccc12	nt	8%	16%
24	CC(C)(C)NC(=O)C(c1ccc(F)cc1)N(Cc1ccco1)C(=O)CCC(=O)Nc1ccccn1 (configuration not stated)	10%	-5%	-2%
25	CC1(C)CC(=O)C=C(C(=O)N2CCCC(C(=O)c3cccc(Cl)c3)C2)O1 (configuration not stated)	3%	-10%	-2%
26	CN(Cc1c(F)cccc1Cl)C(=O)c1cccc(S(=O)(=O)N2CCN(Cc3ccccc3)CC2)c1	nt	72%[activator]	?
27	COC(=O)c1sc(NC(=S)NC(=O)c2cccc(Br)c2)nc1C	11µM*	19%	-6%
28	[2H]c1c([2H])c([2H])c(C(=O)c2sc(N3CCCCCC3)nc2-c2ccccc2)c([2H])c1[2H]	-2%	9%	22µM*
29	Cn1c(O)c(C(c2ccccn2)c2c(O)n(C)c(=S)n(C)c2=O)c(=O)n(C)c1=S	?	?	-5%
30	Cc1cc2nc(C(C)(C)C)cc(N)n2n1	-1%	-7%	9%

No.	HCMV inh	Sm TGR block	AmpC inh detg
21	-40	?	1%
22	nt	10%	0%
23	nt	-8%	?
24	?	4%	?
25	10	0%	5%
26	1	nt	nt
27	38	-26%	?
28	-12	6%	0%
29	-1	22µM*	?
30	80	nt	-2%

An excerpt of these results, with two lines to a compound.
Below each SMILES – Giardia FBPA inh | AMA1 RON2 block | HCV inhibitor | HCMV inh | Sm TGR block | AmpC inh detg
#12 Cc1cccc(C(=O)O/N=C2\CCSc3ccc(C)cc32)c1
  2% | -2% | 0% | -6 | 2% | -11%
#16 CCCCn1c(-c2cccc3ccccc23)nc2cc3[nH]c(=O)c(C(C)C)nc3cc21
  -11% | 60%[activator] | -4% | 1 | -6% | -11%
#27 COC(=O)c1sc(NC(=S)NC(=O)c2cccc(Br)c2)nc1C
  11µM* | 19% | -6% | 38 | -26% | ?

New compounds follow.
No.	Compound	Giardia FBPA inh	AMA1 RON2 block	HCV inhibitor
31	COc1ccccc1N1CCN(C(=O)CCC(=O)Nc2nnc(C(C)C)s2)CC1	nt	-11%	-9%
32	COc1ccc(OC)c(NC(=O)Cn2c(=O)n(CC(=O)NCc3ccco3)c(=O)c3ccccc32)c1	2%	-12%	-2%
33	CCc1c(C)c2ccc(OCC(=O)OC(C)C)c(C)c2oc1=O	-2%	0%	-17%
34	CC(C)(C)C(=O)/C=c1\[nH]c(=O)/c(=C\c2ccc(F)cc2)s1	6%	9%	-29%
35	CCOC(=O)C1CCN(c2cc(C)nc3c(-c4ccccc4OC)c(C)nn23)CC1	nt	nt	nt
36	COc1ccc(C(=O)Nc2nc3ccc(OC)cc3s2)cc1	-23%	-1%	?
37	NC(=O)c1cccn(Cc2ccc(C(F)(F)F)cc2)c1=O	-4%	1%	?
38	O=C(CNC(=O)c1ccc(F)cc1)c1ccc(Cl)cc1	-5%	17%	?
39	C=C(Br)CN1[C@@H](Cc2ccccc2)[C@H](O)[C@@]23C=C[C@@H](C[C@@H]2S1(=O)=O)O3	nt	-3%	-1%
40	O=C1CCN(CCc2ccccc2)CCN1[C@H](CSc1ccc(Br)cc1)c1ccccc1	1%	-5%	25%

No.	HCMV inh	Sm TGR block	AmpC inh detg
31	-3	0%	2%
32	5	-17%	-6%
33	-14	-3%	-8%
34	33	-11%	-7%
35	-12	-4%	0%
36	23	-11%	-4%
37	36	2%	4%
38	22	-7%	-14%
39	-12	nt	nt
40	54	?	4%

Going on with the list.
No.	Compound	Giardia FBPA inh	AMA1 RON2 block	HCV inhibitor
41	O=C(O)C(c1ccccc1)C(O)C1CCCC1 (configuration not stated)	nt	-4%	2%
42	Fc1ccccc1-c1cc2cc3c(cc2cn1)OCO3	nt	50%[activator]	-28%
43	Cc1ccc2c(c1)c(C)cc[n+]2Cc1ccccc1	-2%	-7%	?
44	COc1ccc(C(=O)n2nc(C#N)c(C#N)c2N)cc1	-4%	0%	-9%
45	CCOc1cc(C(C(=O)NCC2CCCO2)N(C(=O)Cn2nnc3ccccc32)c2ccccc2OC)ccc1O (configuration not stated)	8%	29%	29%
46	Cc1ccc(S(=O)(=O)N2CC3CCC2C3)cc1 (configuration not stated)	-2%	-2%	13%
47	O=C(CN1CCCc2ccccc21)N/N=C/c1ccc(F)cc1F	-1%	-19%	1%
48	Cc1cc(C(=O)N2CCC(Cc3ccccc3)CC2)no1	nt	-7%	2%
49	COc1cc(C(=O)NC(c2ccccc2)c2ccccc2)cc(Cl)c1OC	11%	-17%	5%
50	Cc1c(N=C2SCC(=O)N2/N=C\c2ccc(Br)cc2)c(=O)n(-c2ccccc2)n1C	1%	-11%	-12%

No.	HCMV inh	Sm TGR block	AmpC inh detg
41	-10	nt	nt
42	-2	nt	nt
43	-96*	2%	-8%
44	-2	7%	-1%
45	-15	-13%	-4%
46	-11	1%	-6%
47	0	-10%	-12%
48	6	6%	-6%
49	21	5%	?
50	-3	9%	-13%

Next part
No.	Compound	Giardia FBPA inh	AMA1 RON2 block	HCV inhibitor
51	CCc1ccccc1NC(c1nnc(-c2cccc(F)c2)o1)c1ccc(F)cc1Cl (configuration not stated)	nt	nt	nt
52	C/C(CC(=O)Nc1ccc2c(c1)OCCO2)=N\NC(=O)c1ccccc1Cl	-3%	57%[activator]	14%
53	O=[N+]([O-])c1ccc(Nc2nc(N3CCOCC3)nc(N3CCOCC3)n2)cc1	nt	1%	?
54	Cc1ccc(CNC(=O)CCCCCNC(=O)N2CCn3c2nc2ccccc23)cc1	5%	12%	2%
55	Cc1cc(N)ccc1S(C)(=O)=O	-3%	-10%	0%
56	CCOc1ccccc1NC(=S)N1CCC(NC(=O)NC23CC4CC(CC(C4)C2)C3)CC1	10%	-2%	-3%
57	Cc1cccn2c(=O)c(/C=C(\C#N)C(N)=O)c(N3CCCCCC3)nc12	-1%	-7%	-19%
58	Fc1cccc2sc(N3CCCC3)nc12	8%	-8%	-29%
59	COc1cc(C(=O)N2CCN(S(=O)(=O)c3ccc(C)cc3)CC2)ccc1OCC(=O)N1CCOCC1	nt	19%	0%
60	CN(C)CCNC(=O)c1coc(=O)c(Br)c1	9%	23%	2%

No.	HCMV inh	Sm TGR block	AmpC inh detg
51	-14	5%	13%
52	56	-14%	1%
53	33	nt	nt
54	-12	6%	3%
55	-26	1%	-3%
56	18	12%	3%
57	-70*	5%	3%
58	-30	11%	-8%
59	-17	nt	nt
60	13	0%	-15%

Further structures.
No.	Compound	Giardia FBPA inh	AMA1 RON2 block	HCV inhibitor
61	Cc1cc(=O)oc2cc(NC(=O)COc3cccc(C(F)(F)F)c3)ccc12	nt	0%	-6%
62	CCc1nc2nc(C)cc(Nc3cc(C)ccc3C)n2n1	nt	nt	nt
63	O=C(CSc1nnnn1-c1ccc(F)cc1F)Nc1ccccc1F	6%	5%	0%
64	Cc1nnc(NC(=O)CCn2c(=O)oc3ccc(Cl)cc32)s1	3%	-7%	20%
65	O=C(Cn1ncc(Cl)c(Cl)c1=O)c1ccc2c(c1)OCCO2	nt	10%	2µM*
66	CCc1ccc(NC(=O)C2=CC(c3cccs3)=NS(=O)(=O)N2C)cc1	1%	-19%	?
67	CCCNC(=O)C1(O)c2cc(Br)ccc2NC(=O)N1c1ccc(Cl)cc1 (configuration not stated)	-6%	0%	17%

No.	HCMV inh	Sm TGR block	AmpC inh detg
61	-1	3%	?
62	-8	?	15%
63	?	-1%	2%
64	-17	-2%	2%
65	-81*	nt	nt
66	-75*!	0%&-1%	-10%&16%
67	38	3%	2%
